High-throughput results (PubChem BioAssay)
MPTP block = permeability transition pore inhibition; isolated mouse mitochondria, Ca2+ swelling absorbance, 30 min; inhibition, % at 10 µM; 1.4% of 360,000 active;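 active = inhibition of 50% or more, scaled per plate between neutral and stimulator controls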;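 also: 0% = DMSO wells given calcium and 100% = 1 mM EGTA wells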
Starred values were filed as active, the others as inactive.

Sample of the layout, 2 compounds:
SMILES	MPTP block
O=C(NCC1CCCO1)c1cccc(S(=O)(=O)Nc2ccccc2Cl)c1 (stereo unspecified)	5.4
CCCCNC(=O)C1(C)CCN1C(=O)c1cccnc1Oc1ccccc1 (stereo unspecified)	-2.3

All compounds of this part (from the top)
SMILES	MPTP block
O=C(NCC1CCCO1)c1cccc(S(=O)(=O)Nc2ccccc2Cl)c1 (stereo unspecified)	5.4
CCCCNC(=O)C1(C)CCN1C(=O)c1cccnc1Oc1ccccc1 (stereo unspecified)	-2.3
COc1cc2c(cc1CNC[C@H]1O[C@@H](n3ccc(N)nc3=O)[C@H](O)[C@@H]1O)OCO2	-1.5
CCCCCC(=O)N1C[C@H](O)[C@@H](n2cc(C3CC3)nn2)C[C@@H]1c1ccc(OC)cc1	0.1
CCOC(=O)N1CCN(C(=O)c2ccc(CS(=O)c3cccc(C)c3)o2)CC1 (stereo unspecified)	-0.3
COCCCNC(=O)c1ccc2sc(C3=C[C@@H](O)[C@@H](O)[C@@H](CO)O3)nc2c1	-1.5
CCCCNC(=O)C1c2ccccc2OCC(=O)N1Cc1ccccc1 (stereo unspecified)	0.5
CCOc1ccc2oc(C(=O)Nc3ccc(C)cn3)c(C)c2c1	0.7
CN(CCCn1ccc(NC(=O)OCc2ccccc2)nc1=O)CCc1ccccn1	-1.0
CN(C)CCNc1ncnc2c1ncn2[C@H]1CN(Cc2ccco2)C[C@@H](CO)O1	-0.4
CCCCNC(=O)C[C@@H]1C[C@@]2(C(=O)OC)CCCCC=C2N(Cc2ccccc2)C1=O	-2.1
CCCCn1nnnc1C(c1ccccc1)N1CCN(c2ccc(C(F)(F)F)cc2[N+](=O)[O-])CC1 (stereo unspecified)	1.9
CCCNC(=O)c1cc(C2CCCN(C(=O)C3CC3)C2)on1 (stereo unspecified)	0.3
CCOC(=O)c1cc2c(c(-c3cccc(-c4cc5ccccc5o4)c3)n1)[C@@H](CCO)N(S(=O)C(C)(C)C)C2 (stereo partly specified)	3.0
O=C(C(=O)N1CCN(C(=O)c2ccco2)CC1)c1ccccc1	-0.9
COc1cccc(CNc2nc3cc(-c4ccc(OC)cc4C)sc3c(=O)n2C)c1	-0.9
CCOC(=O)C1=CCN(S(=O)(=O)c2ccc(F)cc2)C1c1cccc(C)c1 (stereo unspecified)	-1.1
CNc1cccc(-c2cc(OC)ccc2OC)n1	0.0
COc1ccc(NC(=O)c2cc(C3CCCCN3S(=O)(=O)c3cccs3)on2)c(C)c1 (stereo unspecified)	0.6
C[C@@H]1CN([C@@H](C)CO)C(=O)CCCn2nncc2CO[C@@H]1CN(C)C(=O)Nc1ccccc1	0.1
COC(=O)Cn1c(C(=O)N2CCCC2)cc2c1C[C@H]1CN(C(=O)c3ccccc3)[C@@](Cc3ccc(OC)cc3)(C(=O)OC)[C@@H]21	0.0
Cc1cc(Br)cn2c(Cc3cccc(Cl)c3)c(-c3cccc(Cl)c3)nc12	4.0
CSCCC(c1nc2ccccc2[nH]1)n1c(-c2cc(C(F)(F)F)cc(C(F)(F)F)c2)nc2ccccc21 (stereo unspecified)	30.2
COc1ccc(Cc2c(-c3ccco3)nc3ccc(Cl)cn23)c(C)c1	-2.1
COC(=O)Cc1ccc(OC2(C)CCN(Cc3ccccc3)C2)cc1 (stereo unspecified)	-0.2
Nc1[nH]c(C(=O)c2ccccc2)c(-c2ccc([N+](=O)[O-])cc2)c1C(=O)NCCc1c[nH]c2ccccc12	0.2
CCN1C(=O)[C@H]2[C@@H](c3ccc(C)cc3)N[C@]3(CCCN(CC4CCCCC4)C3=O)[C@H]2C1=O	0.0
CCCNC(=O)C1(C)CCCN(C(=O)C(c2ccccc2)c2ccccc2)C1 (stereo unspecified)	3.0
COC(=O)[C@]1(Sc2ccc(OC)cc2)CC(=O)N[C@@H]1c1ccccc1	1.7
O=C(Nc1ccc(Cl)c(C(F)(F)F)c1)C1Cc2c(-c3ccccc3)ccnc2O1 (stereo unspecified)	2.2
COc1ncc(-c2ccc(N3C(c4ccsc4)=Cc4ccccc4C3CC(C)=O)cc2)cn1 (stereo unspecified)	1.9
Cc1cc(F)cc(-c2cc(C(=O)NCc3ccc(C(F)(F)F)cc3)[nH]n2)c1	19.3
OC(c1ccc(Cl)cc1)c1ncc(-c2cccc(F)c2)[nH]1 (stereo unspecified)	0.3
CCOC(=O)[C@]12CCCC=C1N(Cc1ccccc1)C(=O)[C@H](CC(=O)NCC13CC4CC(CC(C4)C1)C3)C2	-2.3
NS(=O)(=O)c1cccc(NC(=O)CSc2nnc(NC3CC3)s2)c1	-0.7
O=C(NC1CCCCC1)c1cccc(NC(=O)c2ccccc2Cl)c1	0.6
CC(=O)Nc1ccc(NC(=O)c2cc(-c3ccc(F)cc3C)n[nH]2)cc1	-2.8
Cc1ccc2nc(CN(C)C(=O)[C@H]3O[C@@H](n4ccc(=O)[nH]c4=O)[C@H](O)[C@@H]3O)[nH]c2c1	0.1
O=C1c2cccc(-c3ccc(C(F)(F)F)cc3)c2C2CC=CCN12 (stereo unspecified)	-1.7
O=C(NCc1ccccc1)c1cc(C2CCCCN2S(=O)(=O)Cc2ccccc2)on1 (stereo unspecified)	0.3
CC(=O)Nc1ccc(-c2ccnc3c2CC(C)(C(=O)NCCc2ccccc2)O3)cc1 (stereo unspecified)	-1.1
O=C(c1cc(C2CCCCN2S(=O)(=O)c2cccs2)on1)N1CCOCC1 (stereo unspecified)	-0.6
COc1ccc(C(N)c2csc(Nc3cc(Oc4ccccc4)ncn3)n2)cc1 (stereo unspecified)	1.4
CCCNC(=O)C1(C)CCCN(Cc2c(C)nn(-c3ccccc3)c2C)C1 (stereo unspecified)	2.2
CCOc1ccc(S(=O)(=O)Nc2ccc(C(=O)N(CC)CC(=O)NCc3cccs3)cc2)cc1	0.1

Looked up by compound from the list above (six):
SMILES	MPTP block
O=C1c2cccc(-c3ccc(C(F)(F)F)cc3)c2C2CC=CCN12 (stereo unspecified)	-1.7
COc1ncc(-c2ccc(N3C(c4ccsc4)=Cc4ccccc4C3CC(C)=O)cc2)cn1 (stereo unspecified)	1.9
CCOC(=O)[C@]12CCCC=C1N(Cc1ccccc1)C(=O)[C@H](CC(=O)NCC13CC4CC(CC(C4)C1)C3)C2	-2.3
Cc1cc(F)cc(-c2cc(C(=O)NCc3ccc(C(F)(F)F)cc3)[nH]n2)c1	19.3
CCCNC(=O)C1(C)CCCN(Cc2c(C)nn(-c3ccccc3)c2C)C1 (stereo unspecified)	2.2
COc1ccc(C(N)c2csc(Nc3cc(Oc4ccccc4)ncn3)n2)cc1 (stereo unspecified)	1.4

Continuation:
SMILES	MPTP block
COCCNC(=O)C1(C)CCN(C(=O)c2ccc(C(F)(F)F)nc2C)C1 (stereo unspecified)	0.6
COCC(=O)N(C)C[C@@H]1Oc2cc(-c3ccc(F)cc3)ccc2S(=O)(=O)N([C@H](C)CO)C[C@H]1C	-0.1
COc1cc(OC)cc(C2=Cc3ccccc3C(CC(C)=O)N2c2ccc(C#CC3(O)CCCCC3)cc2)c1 (stereo unspecified)	2.8
C[C@H](CO)N1C[C@H](C)[C@@H](CN(C)S(=O)(=O)c2cccc(F)c2)OCc2cn(nn2)CCCC1=O	-0.4
C=C(C)[C@@H]1C2=CC(C(=O)OC)=C(C[C@H](C(=C)C)[C@H]3O[C@H]3C3=C[C@H]1OC3=O)O2	0.0
CCCCN1C[C@H](C)[C@@H](CC(=O)Nc2ccccc2)C1=O	-0.3
O=C(Nc1ccc(N2CCOCC2)cc1)C1CCN(S(=O)(=O)c2cccc(C(F)(F)F)c2)CC1	0.8
Nc1c(-c2ccc(F)c(F)c2)nc2ncccn12	-0.1
FC(F)(F)c1ccccc1Cc1c(-c2ccc(Cl)cc2)nc2ccc(Cl)cn12	1.8
COc1ccccc1N1CC(C(=O)OC(C)C(=O)Nc2ccc(F)cc2)CC1=O (stereo unspecified)	-1.2
O=C(NCc1ccncc1)[C@@H]1CCCN1C(=O)[C@@H]1CCCN1C(=O)c1ccccc1Cl	-2.4
CSc1ncnc2c1ncn2CCCNCC(C)c1ccccc1 (stereo unspecified)	-1.0
O=C(Nc1ccc2c(c1)OCCO2)C(c1ccc(C(F)(F)F)cc1)n1c(=O)c(-c2cc3ccccc3[nH]2)nc2ccccc21 (stereo unspecified)	4.2
C=CCOc1cccn2c(N(C=O)Cc3ccccc3)c(CC)nc12	1.4
O=C(/C=C/[C@H]1O[C@@H](n2cnc3c(NC(=O)c4ccccc4)ncnc32)[C@H](O)[C@@H]1O)NCC1CCCCC1	0.6

3 entries out of the list, sorted by length of the SMILES, ascending.
SMILES	MPTP block
Nc1c(-c2ccc(F)c(F)c2)nc2ncccn12	-0.1
COc1ccccc1N1CC(C(=O)OC(C)C(=O)Nc2ccc(F)cc2)CC1=O (stereo unspecified)	-1.2
O=C(Nc1ccc2c(c1)OCCO2)C(c1ccc(C(F)(F)F)cc1)n1c(=O)c(-c2cc3ccccc3[nH]2)nc2ccccc21 (stereo unspecified)	4.2

Next entries:
SMILES	MPTP block
CC(=O)N1C[C@H]2CON(C)[C@H]2C[C@H]1c1cccc(-c2cc(Cl)cc(Cl)c2)c1	0.8
COCCNC(=S)N1CCC2CC1c1cc(-c3ccc4c(c3)OCO4)ccc12 (stereo unspecified)	0.5
COc1ccccc1-c1ccc2c(c1)O[C@@H](CN(C)C(=O)c1ccncc1)[C@H](C)CN([C@@H](C)CO)S2(=O)=O	0.8
Oc1ccc(C[C@@H](CN2CCCC2CN2C(=S)NC[C@@H]2Cc2ccccc2)N2C[C@H](Cc3ccccc3)N(CC3CCCCC3)C2=S)cc1 (stereo partly specified)	1.4
Cc1ccccc1OS(=O)(=O)c1cccc([N+](=O)[O-])c1	0.6
Nc1ccccc1SC(CC(=O)c1ccccc1)c1ccccc1 (stereo unspecified)	0.7
COC(=O)C[C@@H]1CC[C@H](NC(=O)CC2CC2)[C@@H](CO)O1	-0.4
O=C(Nc1ccc2nc([C@H]3C[C@H](O)[C@@H](CO)O3)[nH]c2c1)NC(c1ccccc1)c1ccccc1	-1.0
CC1(C(=O)NS(=O)(=O)c2cccc(F)c2)CCN1C(=O)Cc1ccc(-c2ccccc2)cc1 (stereo unspecified)	0.6
C(=C\c1ccccc1)/CN1CCN(C(c2ccnc3ccccc23)c2nnnn2C2CCCCC2)CC1 (stereo unspecified)	1.7
O=C(Cn1cc(-c2ccccn2)nn1)NS(=O)(=O)c1cccc(OC(F)F)c1	0.8
O=C(/C=C/[C@H]1O[C@@H](n2cnc3c(NC(=O)c4ccccc4)ncnc32)[C@H](O)[C@@H]1O)NCc1ccccc1	-0.1
C=CCN1C(=O)/C(=C/N(C)C)S/C1=N\S(=O)(=O)c1cccs1	-0.4
CCCN(C(=O)CSc1nnc(-c2ccc3c(c2)OCO3)o1)C1CCS(=O)(=O)C1 (stereo unspecified)	0.7
COc1ccc([C@H]2N[C@]3(CCCN(Cc4ccco4)C3=O)[C@H]3C(=O)N(C)C(=O)[C@@H]23)cc1	-1.4
CC(C)Cn1c(SCC(=O)NC2CC2)nc2ccccc21	-2.0
COc1ccccc1CC1CC(=O)N(c2ccc([N+](=O)[O-])cc2)C1=O (stereo unspecified)	0.7
O=C(COc1ccccc1CNC[C@H]1O[C@@H](n2ccc(=O)[nH]c2=O)[C@H](O)[C@@H]1O)N1CCCCC1	-0.6
COc1ccc(C2CC(=O)C=C3c4ccc(OC)cc4CCC32)cc1 (stereo unspecified)	-0.8
COc1cccc(S(=O)(=O)N(C)C[C@H]2OCc3cnnn3CCCC(=O)N([C@H](C)CO)C[C@H]2C)c1	-0.2
O=C1NC[C@@H](CCCCN2C[C@H](Cc3ccccc3)N(CC3CCCCC3)C(=O)C2=O)N(CCc2ccccc2)C1=O	0.0
COc1cc(CNc2ncnc3c2ncn3[C@H]2CN(Cc3ccccc3)C[C@@H](COC(C)=O)O2)cc(OC)c1OC	-1.0
CCC/C=C/c1ccc(CN2C(CC(C)C)C(=O)N(Cc3cn(CCC4OCCCO4)nn3)CCS2(=O)=O)cc1 (stereo unspecified)	0.6
N/C(Cc1ccc(Cl)cc1)=N\OC(=O)CCc1ccccc1	-0.4
O=C(Nc1ccc(F)c(Cl)c1)c1ccc2sc([C@@H]3O[C@H](CO)[C@H](O)[C@H](O)[C@H]3O)nc2c1	-1.7
COc1ccc(OC)c(NC(=O)C2(C)CCN2C(=O)Cc2ccccc2)c1 (stereo unspecified)	-0.1
O=C(Nc1ccc2c(c1)OCCO2)C(c1ccccc1)n1c(=O)c(-c2ccco2)nc2ccccc21 (stereo unspecified)	0.4
CCN(CC)c1ncnc2c1ncn2[C@H]1CN(Cc2ccc(F)cc2)C[C@@H](CO)O1	-1.1
CCOC(=O)C1=CCC(c2cccc(C)c2)N(S(=O)(=O)c2ccc(C)cc2)C1 (stereo unspecified)	-0.3
CCCc1nc2ccc(C)cn2c1Cc1ccccc1C(F)(F)F	-3.7
CC1(C)OC(=O)C2=C(CC(CCc3ccccc3)OC2c2ccccc2)O1 (stereo unspecified)	0.3
CCCCCCCCCc1conc1C(=O)/C=C/c1oc2c(c1C)CCC(C)C2 (stereo unspecified)	-0.9
CC(=O)Nc1ccc(-c2ccnc3c2CC(C)(C(=O)Nc2ccc(C(C)C)cc2)O3)cc1 (stereo unspecified)	1.2
O=C1OC(c2ccccc2)(c2ccccc2)c2ccsc21	-0.3
CCc1nc2ccc(C(=O)Nc3ccc4c(c3)OCC(=O)N4)cn2c1N(C)Cc1nccn1C	2.7
C[C@H]1CN([C@@H](C)CO)C(=O)CCCn2cc(nn2)CO[C@@H]1CN(C)S(C)(=O)=O	0.1
CCCN(C(=O)COC(=O)CCC(=O)c1ccccc1)c1c(N)n(Cc2ccccc2)c(=O)[nH]c1=O	-0.2
O=C1c2ccccc2C(c2nnnn2-c2ccc3c(c2)OCCO3)N1Cc1ccco1 (stereo unspecified)	0.5
CC(C)CSCC1OC(n2cnc3c(N)nccc32)C(O)C1O (stereo unspecified)	1.2
CN1CCN(C(=O)C[C@H]2CC[C@H]3[C@@H](COC[C@@H](O)CN3C(=O)C3CCCC3)O2)CC1	0.0
CCC[C@H]1CN(c2ccc(Br)cc2)C(=O)[C@@H]1CC(=O)Nc1ccccc1	1.8

These rows are one share of the data; count on the stated rates, not on these rows.
